BRCA1 expr act: BRCA1 expression activation; MCF7-BRCA1-FFLuc reporter, luminescence, 48 h; response scale: scaled: vehicle 0%, 10 µM genistein 100%; Potency, µM (top dose mostly 46.1 µM), for inactives: at the highest dose activation, actives largely listed as activators; hit rate 1.1% among 380,000; AID 624202; further: nearly all actives have a fitted effect of over 80% in size; some results filed as inactive show a strong effect at the top dose
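MCF7-BRCA1-FFLuc cells, 2000/well in phenol-red-free MEM, attached 2 h then treated 48 h at 37 C. Luciferase luminescence read 15 min after reagent; normalized to genistein maximum activation (10microM) and DMSO, concentration-response fitted.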
FLuc counter: counter-screen for miR-21 project: firefly luciferase inhibitors or activators; P08659; purified FLuc, Km substrates, luminescence inhibition; Potency, µM (series often up to 57.5 µM), for the others: at the top dose activity change, negative = inhibition, hits mostly inhibitors; hit rate 6.9% among 360,000;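 further: plate controls were vehicle for no effect and reference inhibitor for full effect; nearly all actives have a fitted effect of over 55% in size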
Target sequence (P08659 whole entry, looked up): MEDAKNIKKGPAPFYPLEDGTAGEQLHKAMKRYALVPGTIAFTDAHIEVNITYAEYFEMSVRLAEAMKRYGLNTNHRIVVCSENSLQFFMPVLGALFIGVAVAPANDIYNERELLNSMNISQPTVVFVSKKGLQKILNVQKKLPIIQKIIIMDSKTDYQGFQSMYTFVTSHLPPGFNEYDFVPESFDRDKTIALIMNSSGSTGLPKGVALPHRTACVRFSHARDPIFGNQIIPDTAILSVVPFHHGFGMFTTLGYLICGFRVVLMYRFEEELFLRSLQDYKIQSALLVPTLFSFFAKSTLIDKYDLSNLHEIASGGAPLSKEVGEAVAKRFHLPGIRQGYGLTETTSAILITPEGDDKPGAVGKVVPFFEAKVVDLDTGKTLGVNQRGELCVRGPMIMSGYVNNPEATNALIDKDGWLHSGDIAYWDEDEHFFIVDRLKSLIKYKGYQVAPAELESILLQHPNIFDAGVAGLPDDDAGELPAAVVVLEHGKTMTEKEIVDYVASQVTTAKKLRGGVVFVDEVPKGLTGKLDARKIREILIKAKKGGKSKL
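Purified P. pyralis luciferase, 10 nM final, with Km-level 10 uM D-luciferin and 10 uM ATP in 50 mM Tris acetate pH 7.5, 10 mM Mg acetate, 0.01% Tween-20, 0.05% BSA; 6-point qHTS titration about 60 µM downward; luminescence read.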
Numbers without * were called inactive; u = inconclusive; & = joins results of further samples. The call rests on the fitted dose curve; in most records, active means well fitted curve in the direction sought with a large enough effect; inconclusive means small, poorly fitted or top-dose-only effect, or another doubt; inactive means no such curve, though single readings can be large; an effect the other way counts as inactive or inconclusive. Potency means the concentration at half of the fitted maximal effect. An excerpt; the hit share may differ from the screen's.

molecule	BRCA1 expr act	FLuc counter
COc1ccc(CNC(=O)CCS(=O)(=O)c2cc3c4c(c2)CCN4C(=O)CC3)cc1OC	7%	1%
CCOc1ccccc1NC(=O)Cn1c(=O)n(Cc2cccs2)c(=O)c2cccnc21	-2%	-11%
COc1ccc(-n2nc3ccc(NC(=O)COc4ccc(C)c(C)c4)cc3n2)cc1	8%	-11%
COc1ccc(OC)c(NC(=O)Cn2cc(S(=O)(=O)c3ccccc3)c(=O)c3cc(C)ccc32)c1	-18%	5%
Cc1ccccc1C(=O)OCc1cc(=O)n2c(C)csc2n1	0%	u
CCc1ccccc1NC(=O)CSc1ncc2c(n1)-c1cc(Cl)ccc1N(Cc1ccccc1)S2(=O)=O	-14%	-1%
Fc1ccccc1Cc1cn2cc(-c3ccc(Cl)cc3)nc2s1	u	0.3µM*
CSc1nn(Cc2ccc(F)cc2)c(N)c1S(=O)(=O)c1ccc(Cl)cc1	-58%	3%
COc1cccc(CNC(=O)c2cc3c(s2)-c2ccccc2OC3)c1	7%	-12%
Cc1nn(-c2ccccc2)c(OC(=O)c2ccccc2Cl)c1S(=O)(=O)c1ccccc1	14%	u
Cc1ccc(NC(=O)CN2C(=O)CCc3cc(S(=O)(=O)N4CCOCC4)ccc32)cc1N(C)C	0%	-3%
COc1ccc(CC(=O)Nc2ccc3nc(Nc4cccc(Cl)c4)cc(C)c3c2)cc1OC	-59%	-1%
Cc1ccc(-c2nc3nc(C)cc(Nc4ccccc4O)n3n2)cc1	-6%	u
COc1ccc(NC(=O)c2cc3c(C)nn(-c4ccccc4)c3s2)c(OC)c1	6%	-18%
CCOC(=O)c1ccccc1NC(=O)N1CCCN(S(=O)(=O)c2ccc3c(ccn3CC)c2)CC1	-44%	-12%
Cc1oc2ncn(C)c(=O)c2c1C(=O)N(Cc1ccccc1)C(C)C	7%	0%
O=C(NCCc1ccccc1)c1cnn(-c2ccc(F)cc2)c1-n1cccc1	11%	-16%
Cc1c(Cl)cccc1NC(=O)CCn1cnnn1	-14%	2%
O=C(CSc1ncc(S(=O)(=O)c2ccc(Br)cc2)c(=O)[nH]1)Nc1ccc2c(c1)OCCO2	16%	9.5µM*
Cc1cc(C)cc(NC(=O)CSc2nc3c(oc4ccccc43)c(=O)n2-c2ccccc2F)c1	-16%	-7%
Cc1ccc(N(CC(=O)Nc2ccc(C)c(Cl)c2)S(=O)(=O)c2cccs2)cc1	-2%	3%
Cc1ccc(C)c(N2CCN(C(=O)CCC(=O)Nc3ccc4nc(N5CCCCC5)cc(C)c4c3)CC2)c1	-21%	u
Cc1cc(C)n(CCc2nc3c4ccccc4nc(N4CCN(c5ccccc5)CC4)n3n2)n1	6%	-7%
Cc1c(Cl)cccc1NC(=O)c1ccc2c(c1)nnn2C1CCCC1	-34%	-8%
CCOc1ccccc1N(CC)C(=O)c1cc2c(=O)[nH]c3ccc(C)cc3c2s1	2%	1%
O=C(CN1C(=O)CCc2cc(Br)ccc21)Nc1ccc(OC(F)(F)F)cc1	-8%	3%
CCCN(CCC)C(=O)Cn1c(=O)n(-c2ccc(C)cc2)c(=O)c2ccc(C(=O)NCc3ccccc3Cl)cc21	0%	0%
CCOc1ccc(C2C(C(=O)Nc3ccc(OC)cc3)=C(C)Nc3nc(SCc4ccc(Cl)cc4)nn32)cc1 (configuration not stated)	10%	1%
O=C(NCc1ccc(Cl)cc1Cl)c1cccc(N2CCCS2(=O)=O)c1	-16%	-16%
O=C(CCNS(=O)(=O)c1ccc2c(c1)CCCC(=O)N2)Nc1cccc(Cl)c1	36%	-2%
COc1cccc(CN2C(=O)c3ccccc3Sc3ccc(C(=O)OCc4ccco4)cc32)c1	0%	0%
COc1ccc(CCNC(=O)CSc2cn(CCNC(=O)c3cccc(C(F)(F)F)c3)c3ccccc23)cc1OC	-62%	-17%

Some of these compounds in order of SMILES length, low to high:
molecule	BRCA1 expr act	FLuc counter
CCOc1ccccc1N(CC)C(=O)c1cc2c(=O)[nH]c3ccc(C)cc3c2s1	2%	1%
O=C(CCNS(=O)(=O)c1ccc2c(c1)CCCC(=O)N2)Nc1cccc(Cl)c1	36%	-2%
COc1cccc(CN2C(=O)c3ccccc3Sc3ccc(C(=O)OCc4ccco4)cc32)c1	0%	0%
COc1ccc(CCNC(=O)CSc2cn(CCNC(=O)c3cccc(C(F)(F)F)c3)c3ccccc23)cc1OC	-62%	-17%

Carrying on:
molecule	BRCA1 expr act	FLuc counter
COc1cccc(N2CCN(C(=O)Cn3ncc4c3-c3ccccc3OC4)CC2)c1	0%	4%
Cc1ccc(CN(Cc2ccco2)C(=O)COc2ccccc2C)cc1	-16%	-19%
CSc1nc2sc3c(c2c(=O)n1-c1ccccc1)CCC(C(C)(C)C)C3 (configuration not stated)	-6%	1%
Cc1nc2c(-c3ccccc3)c(C)nn2c(C)c1CCC(=O)N1CCN(c2ccccc2)CC1	-6%	-16%
CC(=O)c1ccc(NC(=O)c2nc3nc(C)cc(C(F)F)n3n2)cc1	22%	-6%
CCc1c(C)nc2nncn2c1NCc1ccccc1	-17%	-3%
O=C(c1ccc2c(c1)N(Cc1ccc(F)cc1)C(=O)c1ccccc1S2=O)N1CCC(Cc2ccccc2)CC1 (configuration not stated)	-49%	-1%
CCOc1nc(NC(=O)NS(=O)(=O)Oc2ccccc2)nc(-c2ccccc2)n1	28%	u
COCCCn1c(SCc2cccc(Cl)c2)nc2c(sc3ccccc32)c1=O	-12%	-6%
CCC(=O)Oc1ccc(-c2nc3ccccc3c(=O)o2)cc1	-3%	1.7µM*
CCOC(=O)c1ccc(N2C(=O)c3[nH]nc(-c4ccc(C)cc4)c3C2c2ccc(O)cc2)cc1 (configuration not stated)	-68%	-5%
Cc1ccc2c(c1)C(=O)OC(C(=O)Nc1ccc(C(=O)O)cc1)C2 (configuration not stated)	11%	7.6µM*
Clc1ccc(CNc2nc3ccccc3c3nc(-c4cccnc4)nn23)cc1	21%	0%
CCCCCn1c(=O)[nH]c2cc(C(=O)NC(C)CC)ccc2c1=O (configuration not stated)	3%	1%
Cc1ccccc1-c1noc(-c2ccc(NCc3cccnc3)c([N+](=O)[O-])c2)n1	22%	-14%
Cc1cc(Nc2cccc(Cl)c2)nc2ccc(NC(=O)c3cncc(Br)c3)cc12	-80%	6%
COc1cc(CN(C(=O)c2ccc(C)cc2)c2ccccn2)cc(OC)c1OC	-3%	6%
COc1ccc(CCNc2ncnc3onc(-c4ccc(Cl)cc4)c23)c(OC)c1	-33%	1%
COc1ccc(CCNc2nc3cc(OC)c(OC)cc3c3nc(-c4ccccc4)nn23)cc1OC	-3%	-10%
Cc1ccc(NC(=O)CN2C(=O)CCc3cc(S(=O)(=O)N4CCCCC4)ccc32)cc1C	-45%	2%
CC(=O)c1cccc(-n2c(=O)c3c4c(sc3n(CC(=O)c3ccccc3)c2=O)CN(C(C)=O)CC4)c1	-14%	-1%
CCc1ccc(NC(=O)CN2C(=O)CC(c3ccccc3)Sc3ccccc32)cc1 (configuration not stated)	5%	-14%
CC(=O)c1cccc(NC(=O)c2nc(-c3ccccc3)n(-c3ccccc3C)n2)c1	7%	u
Cc1cccc(N2CCN(C(=O)CCc3c(C)nc4ncnn4c3C)CC2)c1C	-18%	3%
CCOC(=O)c1ccc(NC(=O)CSc2nc(-c3cccs3)cc(C(F)(F)F)c2C#N)cc1	0%&-4%	4%
CCN1C(=O)C(O)(c2c[nH]c3ccccc23)c2cc(Br)ccc21 (configuration not stated)	0%	3%
Cc1cc(C)cc(OCC(=O)Nc2cccc3cccnc23)c1	-40%	-2%
O=C(Cn1cnc2onc(-c3ccc(F)cc3)c2c1=O)N1CCN(c2ccc(F)cc2)CC1	-11%	2%
CCOC(=O)CSc1nc2sc3c(c2c(=O)n1-c1ccccc1)CCC(C(C)(C)C)C3 (configuration not stated)	5%	4%
COC(=O)c1ccccc1NC(=O)Cn1c(=O)n(CCC(=O)NCc2ccccc2OC)c(=O)c2ccccc21	0%	-7%
Cc1cc(C)cc(-n2c(SCC(=O)NCC3CCCO3)nc3c([nH]c4ccccc43)c2=O)c1 (configuration not stated)	-51%	0%
COc1ccccc1N1CCN(S(=O)(=O)c2ccc(-c3coc(C)n3)cc2)CC1	-4%	-11%
CC1=Nc2cc(C(=O)NCc3ccccc3Cl)ccc2Sc2c(C)ccc(C)c21	-67%	-4%
O=C(CNC(=O)c1ccccc1)OCc1cc(=O)n2nc(C3CC3)sc2n1	21%	-4%
COc1ccc(C2CC(=O)N(CC(=O)Nc3ccc(C)c(Cl)c3)c3ccccc3S2)cc1OC (configuration not stated)	-49%	-15%
Cc1ccc(-n2ncc(C(=O)NCCN3CCc4ccccc4C3)c2C2CCNCC2)cc1C	-14%	-2%
Cc1ccc(COc2ccc(-c3cc(C(F)(F)F)n4nc(C)cc4n3)cc2)cc1	27%	-4%
Cn1cc(S(=O)(=O)N2CCCCC2)cc1C(=O)Nc1ccc(OC(F)(F)F)cc1	-21%	0%
O=C(CN1C(=O)COc2ccc(S(=O)(=O)N3CCCCCC3)cc21)N1CCN(c2ccc(Cl)cc2)CC1	-30%	-8%
CCN(c1ccccc1)S(=O)(=O)c1ccc2[nH]cc(C(=O)NCc3ccc(C)cc3)c(=O)c2c1	8%	-5%
CCOC(=O)c1ccc2ncc(C(=O)OCC)c(Nc3ccc(C)c(Br)c3)c2c1	-13%	-15%
Cc1cc(C)cc(-n2ccn3cnnc3c2=O)c1	9%	3%
CCN(Cc1ccccc1)C(=O)Cn1c(=O)n(-c2ccc(F)c(Cl)c2)c(=O)c2sc3ccccc3c21	7%	-2%
Cn1nc(-c2ccccc2F)c2cc(C(=O)NCc3ccc(Cl)cc3)sc21	-48%	-6%
CCc1nn(CC(=O)N2CCC(C)CC2)c(=O)c2cc3occc3n12	-3%	-2%
CN(C)CCN(Cc1ccccc1)S(=O)(=O)c1ccc2[nH]c(=O)ccc2c1	8%	5%
Cc1nc2nc(SCC(=O)NCc3ccccc3)nn2c(C)c1Cc1ccccc1Cl	-25%	0%
Cc1ccc(-n2c(Cc3ccccc3)nnc2SCc2nc(-c3cccs3)no2)cc1C	0%	u
Cc1cccc(OC(=O)c2cc(-c3ccc(Cl)cc3)on2)c1C	0%	-3%
Cc1ccc2oc(=O)c3cc(C(=O)Nc4ccccc4C(N)=O)sc3c2c1	-3%	-3%
CCN(CC)c1cc(C)c2cc(NC(=O)c3cccc(OC)c3)ccc2n1	-40%	-5%
COc1ccc(OC)c(NC(=O)CCc2nc(-c3ccc(C)cc3)no2)c1	12%	u
COc1ccc(-n2c(-c3cccc(F)c3)nc3c(cnn3-c3ccc(C)cc3)c2=O)cc1	17%	4%
COc1ccc(CCNC(=O)CSc2cn(CCNC(=O)c3ccccc3F)c3ccccc23)cc1OC	-38%	-1%
COc1ccc(OCC(=O)OCc2cc(=O)n3nc(C4CCCCC4)sc3n2)cc1	0%	-4%
O=C(c1ccc2c(c1)N(Cc1ccc(Cl)cc1)C(=O)c1ccccc1S2(=O)=O)N1CCN(Cc2ccccc2)CC1	-50%	3%

Later entries:
molecule	BRCA1 expr act	FLuc counter
COc1cccc(/C=C/c2nc(C#N)c(N3CCC(C(N)=O)CC3)o2)c1	-3%	0%
COC(=O)c1ccc(CSc2nc3c([nH]c4ccccc43)c(=O)n2-c2cccc(Cl)c2)o1	-15%	-1%
O=C(CN1C(=O)COc2ccc(S(=O)(=O)N3CCCC3)cc21)N1CCN(c2cccc(C(F)(F)F)c2)CC1	4%	0%
COC(=O)CC(=O)CSc1nc2cc(C(=O)NC(C)C)ccc2c(=O)n1CCc1ccccc1	-10%	-2%
COc1ccc(-n2c(=O)c3sc4ccccc4c3n(CC(=O)Nc3ccccc3F)c2=O)cc1	15%	2%
COc1ccc(-c2cc(-c3ccc(F)cc3)nc3c2COc2ccccc2-3)cc1	12%	3%
CCOCCc1nn2c(=O)cc(COC(=O)CNC(=O)c3ccc(C(C)(C)C)cc3)nc2s1	7%	u
COc1ccc(C)cc1NC(=O)N1CCN(S(=O)(=O)c2ccc3c(ccn3C)c2)CC1	-9%	-1%
COc1cc(C(=O)Nc2ccc3[nH]c(=O)sc3c2)cc(OC)c1OC	-22%	-1%
Cc1ccc(NC(=O)Cn2c(=O)oc3cc(S(=O)(=O)N4CCCC4)ccc32)cc1F	23%	-2%
Cc1cccc(N2CCN(C(=O)Cn3c(C)c4cnn(-c5ccccc5)c(=O)c4c3C)CC2)c1C	-16%	5%
CC(C)C(=O)OCc1cc(=O)n2nc(C3CCCCC3)sc2n1	47%	u
CCCN1CCN(c2ncnc3sc(C(=O)Nc4cccc(Cl)c4C)c(C)c23)CC1	-23%	0%
CCOc1ccc(NC(=O)CCCn2c(C)c3cnn(-c4ccccc4)c(=O)c3c2C)cc1	6%	-2%
CNc1ccc(-c2nc(-c3ccccn3)no2)cc1[N+](=O)[O-]	58%	u

Screens: PubChem, National Center for Advancing Translational Sciences (NCATS)
